Assay outcomes deposited in PubChem by National Center for Advancing Translational Sciences (NCATS).
Glioma ERSR ind – induces the endoplasmic reticulum stress response in human glioma cells. U87-MG GRP78 promoter luciferase reporter, 16 h. Potency, µM, inactives show at the highest dose activation, hits mostly activators. 420,000 tested, 0.02% active. AID 602332; also: potency is read from the fitted curve at half-maximal effect; series mostly up to about 76 µM; % of control where 0% means no effect; nearly all actives have a fitted effect of over 35% in size
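Stably transfected U87-MG human glioma cells carrying a GRP78-based luminescent sensor were seeded at 1000 cells/well, pin-dosed with compounds and incubated 16 h. Luciferase reagent was then added, and end-point luminescence was read after 10 min at room temperature.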
D1 PAM – enhances dopamine response at the human D1 receptor; HEK293 TREx D1 cells, calcium flux, dopamine EC20 potentiation; potentiation, % at 10 µM; 360,000 tested, 0.036% active; AID 504651; in the data active = potentiation above about 30%; also: 0% is about no effect
LDHA block – inhibitors of human lactate dehydrogenase A. 480,000 tested, 0.15% active. purified LDHA, NADH/diaphorase-resazurin fluorescence; stronger effect = lower value. activity change, % (values are at about 110 or 230 µM). P00338; in the data active = activity change below about -30%; inconclusive = mostly about -25% to -30%;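 also: plate controls were DMSO wells for no effect and wells without enzyme for full effect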
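Enzyme activity of human lactate dehydrogenase 5 (2 nM; 0.06 mM NADH, 0.2 mM pyruvate, 5 min, RT) is measured via a resazurin/diaphorase fluorescence readout of residual NADH.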
Vif-A3G inh – blocks the Vif interaction with human APOBEC3G; Q9HC16; AID 602310; 410,000 tested, 0.076% active; Potency, µM (titrated, usually from 46.1 µM), inactives show at the top dose activity, negative = active, usual class: inhibitors; HeLa A3G-eYFP + Vif (tagged APOBEC3G with the HIV-1 protein that degrades it), YFP fluorescence, overnight;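 also: potency is read from the fitted curve at half-maximal effect; % is scaled to controls: 0 for no effect and ±100 for the full control effect; nearly all actives have a fitted effect of over 60% in size; hits raise eYFP signal because A3G escapes Vif-driven loss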
Target sequence (Q9HC16 whole entry, looked up): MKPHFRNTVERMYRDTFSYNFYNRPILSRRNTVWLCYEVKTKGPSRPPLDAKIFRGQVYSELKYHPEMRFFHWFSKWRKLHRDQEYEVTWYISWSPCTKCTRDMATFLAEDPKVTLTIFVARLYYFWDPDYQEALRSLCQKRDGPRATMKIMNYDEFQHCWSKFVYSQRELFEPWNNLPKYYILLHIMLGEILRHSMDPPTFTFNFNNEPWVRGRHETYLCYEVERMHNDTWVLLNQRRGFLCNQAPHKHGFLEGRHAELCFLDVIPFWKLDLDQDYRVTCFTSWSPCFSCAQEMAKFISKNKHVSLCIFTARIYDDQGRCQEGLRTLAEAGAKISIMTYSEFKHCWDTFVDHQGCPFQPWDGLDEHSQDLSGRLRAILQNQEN
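Read-out is eYFP fluorescence (Ex 488/Em 500-530) from Vif-expressing HeLa A3G-eYFP cells; more signal means A3G escaped Vif-mediated degradation. Cells plated overnight, compound pinned in, incubated overnight at 37 deg C.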
D2 PAM – positive allosteric modulators of human D2 dopamine receptor; potentiation, % at 10 µM; HEK293 T-REx D2, calcium flux, EC20 dopamine potentiation; AID 485347; P14416; 340,000 tested, 0.34% active;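 active = potentiation over 3 SD above the plate norm, cut at about 30% in these data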; also: 0% is about no effect
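Potentiation of an EC20 dopamine calcium response is measured in a force-coupled, tetracycline-inducible Hek293 Trex D2 line. Compound-only kinetic reads over 180 s flag agonists before dopamine addition.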
D1 agonist – activates the human D1 dopamine receptor. P21728. HEK293 T-REx D1 cells, calcium flux, agonist mode. activation, % at 2 µM. 360,000 tested, 1% active. AID 504660; in the data active = activation above about 30%; also: 0% is about no effect
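Inducible HEK293 T-REx D1 cells, force-coupled to calcium signalling, were plated at 4000 cells/well with tetracycline and held overnight at 30 C. After no-wash calcium dye loading, compound-evoked calcium rise over 180 s flagged agonists.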
RXFP1 agonist – agonists of human relaxin receptor RXFP1. HEK293T-RXFP1 cAMP TR-FRET, 30 min; response scale: percent of porcine relaxin response, buffer zero. AID 2676. 370,000 tested, 0.3% active. Potency, µM (doses to about 57.5 µM), without a hit: top-dose activation, usual class: activators. Q9HBX9; also: potency is read from the fitted curve at half-maximal effect; % is scaled to controls: 0 for no effect and ±100 for the full control effect; nearly all actives have a fitted effect of over 60% in size; many of its hits are not listed in these tables
Target sequence (Q9HBX9 whole entry, looked up): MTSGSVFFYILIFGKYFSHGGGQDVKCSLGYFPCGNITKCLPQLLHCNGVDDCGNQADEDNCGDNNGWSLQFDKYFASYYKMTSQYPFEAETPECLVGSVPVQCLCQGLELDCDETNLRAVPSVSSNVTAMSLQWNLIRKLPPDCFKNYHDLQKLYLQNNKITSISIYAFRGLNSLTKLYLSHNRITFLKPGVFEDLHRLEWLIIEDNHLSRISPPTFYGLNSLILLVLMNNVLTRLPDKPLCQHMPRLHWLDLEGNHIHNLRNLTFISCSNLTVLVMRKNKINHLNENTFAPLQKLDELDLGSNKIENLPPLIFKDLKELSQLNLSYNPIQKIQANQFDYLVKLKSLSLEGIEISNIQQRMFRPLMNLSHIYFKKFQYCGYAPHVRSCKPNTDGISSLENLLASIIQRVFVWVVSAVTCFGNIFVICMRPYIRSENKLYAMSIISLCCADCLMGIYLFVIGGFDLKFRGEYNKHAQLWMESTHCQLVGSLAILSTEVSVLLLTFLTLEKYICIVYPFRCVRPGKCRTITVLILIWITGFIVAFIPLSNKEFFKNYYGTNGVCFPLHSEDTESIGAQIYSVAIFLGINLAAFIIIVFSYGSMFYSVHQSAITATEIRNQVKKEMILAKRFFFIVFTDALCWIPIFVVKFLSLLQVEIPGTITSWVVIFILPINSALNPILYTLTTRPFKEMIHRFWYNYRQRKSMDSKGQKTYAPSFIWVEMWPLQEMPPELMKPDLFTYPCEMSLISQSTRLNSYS
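Agonist response is measured as cAMP accumulation in an RXFP1-transfected HEK293T line under PDE4 inhibition. Values are scaled between buffer-only and 29 nM porcine relaxin, and EC50s come from standard Hill equation fits.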
Vif-APOBEC3F blk – inhibitors of Vif-A3F interaction; HeLa A3F-eYFP + Vif (tagged APOBEC3F with the HIV-1 protein that degrades it), YFP fluorescence increase; Potency, µM (series often up to 46.1 µM), for the others: at the top dose activity, negative = active; 390,000 tested, 0.2% active; AID 602313; also: potency is read from the fitted curve at half-maximal effect; % of control where 0% means no effect; nearly all actives have a fitted effect of over 65% in size
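HeLa cells stably expressing Vif plus C-terminally eYFP-tagged A3F were seeded, incubated overnight at 37 deg C, dosed with compound, incubated overnight again at 37 deg C. Yellow fluorescence (Ex 488/Em 500-530) reported blocked Vif-mediated A3F-eYFP degradation.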
D1 antagonist – blocks dopamine activation of the human D1 receptor; P21728; HEK293 TREx D1 cells, calcium flux, dopamine EC80; stronger effect = lower value; activity change, negative = inhibition, % at 10 µM; 360,000 tested, 3.2% active; AID 504652; in the data active = activity change below about -30%; also: % is scaled to controls: 0 for no effect and ±100 for the full control effect
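Tetracycline-induced HEK293 T-REx cells with force-coupled D1 receptor were loaded with a no-wash calcium dye. Compound was added after a 10 s baseline and read kinetically for 180 s; EC80 dopamine was then added and calcium flux followed another 180 s.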
* = called active by the depositor; ? = inconclusive; . = not tested or not shown. Unless noted, calls follow the shape of the dose curve; as a rule, active = well fitted curve in the direction sought with a large enough effect; inconclusive = small, poorly fitted or top-dose-only effect, or another doubt; inactive = no such curve, though single readings can be large; an effect the other way counts as inactive or inconclusive. A portion of the library, so the mix of outcomes need not match the whole.

| SMILES | Glioma ERSR ind | D1 PAM | LDHA block | Vif-A3G inh | D2 PAM | D1 agonist | RXFP1 agonist | Vif-APOBEC3F blk | D1 antagonist |
| --- | --- | --- | --- | --- | --- | --- | --- | --- | --- |
| COC(=O)C/C=C/[C@@H](C)[C@@H](/C=N/OC[C@@H](C)[C@H](OCc1ccccc1)C(C)C)NS(=O)(=O)c1ccc(C)cc1 | . | -0.7 | . | . | 2.1 | 11.5 | 1.7% | . | -7.5 |
| COc1ccc(CCNC(=O)C(=O)NCC2OCCN2S(=O)(=O)c2ccc(Br)cc2)cc1OC (centres undefined) | -2.7% | -8.7 | -4.8 | 0.5% | -7.4 | 5.2 | -1.0% | -18.7% | -27.2 |
| Cc1nn(-c2ccccc2)c(C)c1C(=O)OCC(=O)NCc1ccco1 | 5.0% | 0.8 | 2.2 | 1.9% | 5.6 | 0.2 | 0.4% | -9.5% | -3.1 |
| COc1cc2c(cc1OC)CN(C(=O)/C=C/c1cccs1)CC2 | 2.4% | -6.2 | 0.6 | ? | 0.3 | 1.1 | -0.3% | -1.8% | -19.0 |
| O=S(=O)(Nc1cccc(-c2cn3cccnc3n2)c1)c1ccc(F)cc1 | -1.3% | 7.8 | -1.4 | -3.3% | 5.7 | 1.3 | 2.8% | -3.1% | 8.5 |
| CC12CCC(C(=O)N(CSC(=S)N/N=C\c3ccccc3Cl)C1=O)C2(C)C (centres undefined) | -2.8% | -3.0 | -6.1 | -3.1% | 8.3 | 2.4 | -0.1% | 5.5% | -5.0 |
| Cc1ccc(S(=O)(=O)CC(=O)N2CCN(c3nc4c(F)cccc4s3)CC2)cc1 | 0.1% | -1.6 | 0.6 | 2.9% | 21.5 | 56.4* | -0.2% | -11.3% | . |
| O=C(NCc1ccccc1Cl)c1cnc(N2CCCCC2)c2ccccc12 | -2.6% | -0.7 | -2.4 | -3.4% | -3.8 | -0.1 | 12.5% | 2.9% | -6.7 |
| C/C(N)=C(/C#N)C(=O)COc1ncnc2ccccc12 | -2.1% | -8.2 | -10.4 | 0.2% | 1.0 | 3.3 | 3.1% | -14.7% | -2.4 |
| NC(=O)N/N=C\c1cc(Br)ccc1O | -5.5% | 3.0 | 10.7 | -1.1% | 3.8 | -1.1 | 3.3% | -3.4% | 6.7 |
| COc1ccc(CC(=O)NC2CC2)cc1OC | -5.1% | -2.4 | -0.4 | -1.2% | -1.5 | 1.7 | 0.5% | 1.0% | 16.2 |
| O=C(Oc1ccc([N+](=O)[O-])cc1)C1CC(=O)N(c2ccc3c(c2)OCCO3)C1 (centres undefined) | 0.1% | . | -0.9 | 1.7% | . | . | . | -27.7% | . |
| O=C(Nc1ccc(N2CCOCC2)cc1)c1cccc(S(=O)(=O)N2CCC(Cc3ccccc3)CC2)c1 | -6.4% | 0.6 | -1.7 | 0.0% | -1.7 | 3.8 | 0.5% | 1.8% | -3.9 |
| CCOC(=O)c1c(C)nn(-c2ccc(NC(=O)CSCC(=O)O)cc2)c1C | -7.4% | 0.1 | -4.6 | 0.4% | 14.1 | 1.6 | -1.1% | -5.5% | -11.3 |
| CCOC(=O)C(=O)Nc1cc([N+](=O)[O-])ccc1C | -3.8% | -2.1 | -0.8 | -4.4% | -7.0 | 4.1 | -1.1% | -16.9% | 2.4 |
| COc1cc(F)c(S(=O)(=O)Nc2c(C)n(C)n(-c3ccccc3)c2=O)cc1OC | -1.9% | -0.6 | -1.7 | -4.5% | 4.4 | 1.8 | -0.6% | 3.8% | -26.7 |
| COc1ccc(/C(C)=N/NC(=O)c2ccccc2OCc2ccccc2)c(OC)c1 | 2.4% | 0.3 | -7.7 | 0.3% | 24.4 | 0.0 | -0.6% | 3.4% | 18.1 |
| CCNC(=S)NN(c1ccccc1)c1ccccc1 | -3.8% | -0.2 | -0.8 | 0.4% | 4.2 | 1.2 | -1.2% | -2.7% | 2.3 |
| CN(CCOC(=O)c1ccc2c(c1)OCCO2)C(C)(C)C | 3.0% | -6.2 | -8.8 | 1.2% | . | 0.5 | -2.6% | 2.6% | 4.5 |
| CC(=O)c1ccc(NC(=O)Nc2ccc([N+](=O)[O-])cc2)cc1 | -0.5% | -2.8 | -3.4 | 0.2% | 8.8 | 20.7 | -0.4% | 0.8% | -36.4* |
| CC[C@@]1(C(=O)OC)N[C@H](CN(C)C(=O)NC(C)C)[C@@H]2C(=O)N(Cc3ccccc3)C(=O)[C@@H]21 | -2.4% | . | 1.0 | 8.2% | . | . | . | -3.1% | . |
| CCCOc1ccc(CNC(=S)Nc2ccccc2)cc1Cl | -1.6% | -2.6 | -0.2 | -4.4% | 3.0 | 27.1 | 6.2% | ? | -10.3 |
| Cc1ccc(-c2nnc(Nc3ccc(O)cc3)c3ccccc23)cc1S(=O)(=O)N1CCOCC1 | 6.4% | -1.4 | -2.2 | -29.3% | -1.1 | 0.6 | 1.5% | 4.9% | -15.5 |
| COc1ccc(NC(=O)Nc2nc(C)cc(C)n2)c(OC)c1 | 0.2% | -11.8 | -2.2 | -0.4% | -9.2 | 1.1 | 1.6% | -2.2% | -34.0* |
| COc1cc(C(=O)NCC2(N(C)C)CCCCC2)ccc1OCc1ccccc1 | 2.1% | -6.3 | -5.4 | -0.6% | -29.9 | 12.8 | 6.5% | -18.0% | 6.0 |
| CCC1(c2ccccc2)SCC(c2ccccc2)=NC1=O (centres undefined) | -4.6% | . | -6.1 | -2.6% | . | . | . | -1.9% | . |
| Nc1nnnn1CC(=O)N/N=C/C=C/c1ccccc1 | -3.3% | -4.1 | -3.0 | -3.2% | . | 1.0 | 0.4% | ? | -1.4 |
| O=C(c1ccc(F)cc1)N1CCN(c2cnn(-c3ccccc3)c(=O)c2Cl)CC1 | -3.0% | -1.4 | 1.8 | 0.2% | 8.9 | 1.2 | 0.5% | -4.3% | -5.4 |
| Cc1ccc2cc(CN(C(=O)c3ccco3)c3ccccc3C)c(=O)[nH]c2c1 | -2.7% | -3.6 | -2.7 | 2.6% | 4.4 | 4.8 | -0.7% | -6.0% | 2.1 |
| Cc1cc2c(s1)c1cnn(Cc3ccc(F)c(C)c3)c(=O)c1n2C | . | 6.3 | -8.2 | . | . | 8.3 | . | . | -2.3 |

In a second layout: entries from further up.
The line under a structure holds: Glioma ERSR ind, D1 PAM, LDHA block, Vif-A3G inh, D2 PAM, D1 agonist, RXFP1 agonist, Vif-APOBEC3F blk, D1 antagonist
> CCCOc1ccc(CNC(=S)Nc2ccccc2)cc1Cl
→ -1.6%, -2.6, -0.2, -4.4%, 3.0, 27.1, 6.2%, ?, -10.3
> Cc1ccc(-c2nnc(Nc3ccc(O)cc3)c3ccccc23)cc1S(=O)(=O)N1CCOCC1
→ 6.4%, -1.4, -2.2, -29.3%, -1.1, 0.6, 1.5%, 4.9%, -15.5
> COc1ccc(NC(=O)Nc2nc(C)cc(C)n2)c(OC)c1
→ 0.2%, -11.8, -2.2, -0.4%, -9.2, 1.1, 1.6%, -2.2%, -34.0*

The list goes on.
| SMILES | Glioma ERSR ind | D1 PAM | LDHA block | Vif-A3G inh | D2 PAM | D1 agonist | RXFP1 agonist | Vif-APOBEC3F blk | D1 antagonist |
| --- | --- | --- | --- | --- | --- | --- | --- | --- | --- |
| CC(=O)Nc1ccc(NC(=O)COC(=O)c2ccccn2)cc1 | -2.9% | -1.6 | -8.5 | 0.0% | 7.9 | 1.1 | -0.4% | 12.4% | . |
| COc1ccc(NC(=O)C2=CC=CN3CCS(=O)(=O)N=C23)c(OC)c1 | -0.2% | . | -3.1 | 1.6% | . | . | . | -10.8% | . |
| CN(c1ccccc1)c1nc(N2CCCC2)nc(-n2ccnc2)n1 | -4.7% | -2.3 | -10.9 | -1.1% | . | 0.2 | 7.5% | 0.9% | 14.3 |
| CCC(C)(C)NC(=O)/C=C/c1ccccc1[N+](=O)[O-] | -0.3% | -4.7 | -6.8 | -1.3% | . | 3.2 | -1.3% | -25.2% | 0.0 |
| CN(C)CCNc1ncnc2oc(-c3ccccc3)c(-c3ccccc3)c12 | -4.5% | -4.6 | -8.1 | 0.8% | -11.4 | 2.3 | 3.6% | -0.4% | -4.3 |
| Cc1cc(=O)n2[nH]c(C)c(-c3ccccc3)c2n1 | -2.6% | -3.2 | -2.2 | 0.0% | -15.7 | 2.2 | 0.2% | 4.1% | 5.4 |
| O=C(CCC1CCCN(C(=O)c2ccoc2)C1)NCc1ccc(F)c(F)c1 (centres undefined) | -3.8% | -0.3 | 2.2 | 2.5% | 0.2 | 1.5 | 3.9% | 17.7% | 2.4 |
| CN(Cc1c(F)cccc1Cl)C(=O)CNC(=O)c1ccc2c(c1)OCO2 | 4.7% | -4.0 | -7.2 | 0.3% | 11.3 | 3.9 | 0.3% | -4.3% | -4.3 |
| O=c1ccn(-c2cccc(C(F)(F)F)c2)nc1-c1ccn(-c2cccc(Cl)c2)n1 | -6.1% | -4.0 | 2.8 | -5.4% | -12.4 | 0.3 | 4.0% | -1.5% | 14.5 |
| COc1ccccc1N1CCN(S(=O)(=O)c2ccc(Cl)s2)CC1 | -3.2% | -2.6 | 0.2 | -0.6% | . | 16.4 | 0.9% | -11.2% | 7.4 |
| CS(=O)(=O)NCc1nnc(SCc2ccc(C(F)(F)F)cc2)o1 | -3.6% | -0.7 | -1.6 | 0.3% | -19.5 | 0.2 | 0.0% | 2.6% | -5.7 |
| CCOc1ccc(NC(=O)CC(NC(C)=O)c2ccccc2)cc1S(=O)(=O)N1CCCC1 (centres undefined) | -3.8% | -1.8 | -11.1 | -1.9% | -25.8 | 1.5 | 0.8% | -2.7% | 10.8 |
| CC(C)C1CC(c2ccccc2)(C(CN)CO)CCO1 (centres undefined) | -2.7% | -4.2 | -8.6 | -1.3% | -1.7 | 2.5 | 1.0% | 3.2% | -21.0 |
| O=C(c1cc(COc2cccc(C(F)(F)F)c2)on1)N1CCC(Oc2cccnc2)CC1 | -2.1% | -6.2 | -14.7 | -0.2% | -4.4 | 15.1 | -2.5% | 1.0% | -26.5 |
| O=C(COC(=O)c1cccc(S(=O)(=O)NCc2ccccc2)c1)c1ccc2c(c1)OCCO2 | -2.8% | -7.8 | -1.0 | -6.1% | 8.8 | 5.0 | -1.5% | 2.0% | -8.4 |
